Bioassay records as filed in PubChem BioAssay.
zVAD death inh: blocks zVAD induced death of L929 cells; hit rate 0.38% among 220,000; viability rescue, % at 10 µM; L929 zVAD necroptosis rescue, ATP luminescence, 24 h; with zVAD 60 µM;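 active means activation, scaled between plate controls, above about 75%, limit read from the data; inactive means activation under that limit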;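 further: 0% = zVAD with DMSO and 100% = DMSO alone without zVAD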
KLK5 inh: inhibitors of human kallikrein 5; Q9Y337; recombinant hK5, fluorogenic AMC substrate cleavage; inhibition, % at 5 µM; hit rate 0.59% among 210,000; AID 873;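 active means inhibition of 40% or more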;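 further: 0% = enzyme controls without compound and 100% = no-enzyme blanks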
Target sequence (Q9Y337 67-293 limits assumed): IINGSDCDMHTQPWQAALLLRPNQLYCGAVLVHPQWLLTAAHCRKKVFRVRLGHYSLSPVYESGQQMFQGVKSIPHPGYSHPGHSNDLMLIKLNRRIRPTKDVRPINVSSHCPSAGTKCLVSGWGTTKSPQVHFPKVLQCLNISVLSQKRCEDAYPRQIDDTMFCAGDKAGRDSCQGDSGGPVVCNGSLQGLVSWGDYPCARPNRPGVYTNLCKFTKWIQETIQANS
KCC2 mod: modulators of human KCC2 chloride dependent transport; AID 1456; hit rate 2.2% among 190,000; KCC2 cells, thallium flux FluoZin-2 fluorescence; B-score of Tl+ flux slope (higher = more flux/activation; lower = inhibition) at 10 µM; Q9H2X9;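 active means thallium flux slope and its plate-corrected score both differing from the plate sample mean at a set confidence after two filtering rounds, in either direction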;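 further: slope of fluorescence scaled to starting intensity during 10 to 20 s after thallium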
FXIa inh: inhibitors of human coagulation factor XIa. inhibition, % at 5 µM. hit rate 0.14% among 220,000. P03951. purified FXIa, Boc-Glu-Ala-Arg-AMC fluorogenic substrate;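 active means inhibition of at least 40%; inactive means inhibition below 40%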;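 further: fluorescence of freed AMC excited at 355 nm; 0% = enzyme without compound and 100% = no enzyme blank; many of its hits are not listed in these tables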
TNF death inh: inhibitors of TNF-alpha induced necroptosis in Jurkat FADD-/- cells; activation (protection from cell death), % at 10 µM; AID 463075; hit rate 0.068% among 220,000; Jurkat FADD-/- TNF necroptosis rescue, ATP luminescence, 24 h; 0 = TNF only, 100 = no-TNF cells;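 active means activation, meaning protection from cell death, of at least 50% relative to plate controls; inactive means activation below 50%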;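 further: necroptosis triggered by 40 ng/mL TNF-alpha added together with compound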
Thrombin inh: thrombin (human) inhibition. P00734. alpha-thrombin, Boc-VPR-AMC fluorogenic substrate cleavage. inhibition, % at 5 µM. hit rate 0.26% among 220,000. AID 1046;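 active means inhibition at or above 40%; inactive means inhibition below 40%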;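 further: 0% = enzyme with no compound and 100% = wells without enzyme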
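System: Human alpha-thrombin protein | Medium: pH 7.5 Tris (50 mM) with NaCl 150 mM, Tween 20 0.05% | Times: Enzyme reaction carried out at room temperature | Detection: AMC fluorescence, 355/460 nm | Evaluation: Percent inhibition scaled between no-compound controls and no-enzyme blanks | Benchmarks: Enzyme without compound as high, wells lacking enzyme as low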
FXIIa inh 1536: inhibitors of human coagulation factor XIIa | P00748 | purified FXIIa, Boc-QGR-AMC fluorogenic substrate, 2 h | inhibition, % at 5 µM | hit rate 0.3% among 220,000 | AID 800; in the data active means inhibition above about 40%;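 further: 0% = enzyme with no compound and 100% = blank without enzyme; many of its hits are not listed in these tables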
Hck-Nef inh: inhibitors of human Hck kinase activated by Nef | P08631 | Recombinant Hck-YEEI plus Nef, Z-Lyte FRET kinase assay | inhibition, % at 20 µM | hit rate 0.68% among 220,000 | AID 463187;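 active means Hck-Nef kinase inhibition above about 50%, limit read from the data; inactive means inhibition below that limit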;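 further: 0% = DMSO with Hck plus Nef and 100% = Hck alone without Nef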
Target sequence (P08631 whole entry, looked up): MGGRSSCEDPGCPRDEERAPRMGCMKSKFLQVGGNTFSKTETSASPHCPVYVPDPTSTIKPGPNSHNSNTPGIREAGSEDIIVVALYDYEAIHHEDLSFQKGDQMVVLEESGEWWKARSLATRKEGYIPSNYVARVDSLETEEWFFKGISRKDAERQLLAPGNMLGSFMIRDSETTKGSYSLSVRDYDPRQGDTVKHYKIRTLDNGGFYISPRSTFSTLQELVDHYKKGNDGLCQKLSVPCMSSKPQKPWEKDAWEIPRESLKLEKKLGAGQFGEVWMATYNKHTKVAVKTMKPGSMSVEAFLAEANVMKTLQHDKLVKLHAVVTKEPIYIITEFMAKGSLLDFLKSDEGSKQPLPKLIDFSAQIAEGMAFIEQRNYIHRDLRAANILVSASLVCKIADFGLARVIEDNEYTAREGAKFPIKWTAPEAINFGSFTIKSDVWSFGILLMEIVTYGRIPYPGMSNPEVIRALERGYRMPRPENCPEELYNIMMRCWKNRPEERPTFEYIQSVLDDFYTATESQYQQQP
Rad51 HR inh: blocks human Rad51 in homologous recombination | hRad51 DNA strand exchange, fluorescence dequenching | inhibition, % at 10 µM | hit rate 0.085% among 200,000 | AID 1385;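 active means inhibition above 40% at the single screening dose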;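 further: 0% = DMSO control wells and 100% = blanks with heterologous ssDNA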
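Test system: preformed human Rad51 ssDNA filaments. Compound dosing: single dose, 10 µM final compound. Incubation: filaments 15 min 37 °C, then compound 30 min. Technique: FRET fluorescence dequenching, excitation 485 nm, emission 520 nm. Read-out basis: percent inhibition from fluorescence, normalised to plate control and blank means. Benchmarks: plate controls and plate blanks.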
An asterisk follows results filed as active; x = not tested or not shown. An excerpt. The share of hits here may be higher or lower than overall.

SMILES | zVAD death inh | KLK5 inh | KCC2 mod | FXIa inh | TNF death inh | Thrombin inh | FXIIa inh 1536 | Hck-Nef inh | Rad51 HR inh
O=C(CSc1nnc(-c2ccccc2)n1-c1ccc(Cl)cc1)NNC(=S)Nc1ccccc1 | -0.8 | -47 | -1 | -3 | 0.8 | -5 | -11 | -1 | 8
CCOC(=O)C1(Cc2ccccc2)CCN(Cc2cn(CC(=O)OC)c3ccccc23)CC1 | -1.4 | x | 0.88 | 0 | -0.1 | 0 | 4 | -6 | -12
CC(C)N(C(=O)c1ccc(-c2ccccc2F)cc1)C(C)C | 0.8 | 52* | -1.8 | -9 | 0.9 | -6 | 1 | -14 | -17
CCn1c(CCCNC(=O)c2ccc(F)cc2)nc2ccccc21 | -0.5 | 2 | 0.27 | 0 | 0.7 | -5 | 11 | 0 | -3
Cc1ccc(S(=O)(=O)N2CCCC(NC(=O)N3CCN(c4ccccc4)CC3)C2)cc1 (stereo not drawn) | 1.4 | -14 | x | 0 | -2.4 | 0 | 13 | -2 | 8
Cc1sc(NC(=O)c2cccs2)nc1-c1ccccc1 | 3.2 | 5 | 0.94 | 2 | 7.7 | 2 | 17 | 6 | -7
OCCC1CN(Cc2cccc3nccnc23)CCN1Cc1ccc(F)c(F)c1 (stereo not drawn) | 0.6 | 3 | 0.88 | 1 | 2.1 | -11 | 11 | 24 | 5
CC1(C)CC(=O)c2c(nn(-c3ccccc3)c2N)C1 | -0.2 | -5 | 1.2 | -10 | 0.2 | -4 | 3 | 1 | 8
COc1cc(/C=N/NC(=O)c2cccnc2)ccc1OCC(=O)Nc1ccc(C)cc1 | 1.0 | -31 | 0.21 | -1 | 1.7 | -3 | 11 | 2 | 0
FC(F)(F)c1cc(-c2ccccn2)nc2cc(-c3ccccc3)nn12 | 1.4 | -2 | -0.35 | 2 | 0.1 | -9 | 3 | 1 | x
CNC(=O)Nc1ccc(S(N)(=O)=O)cc1 | -0.5 | 1 | 0.22 | -4 | 1.4 | -3 | 6 | 12 | 10
C=CCNC(=O)c1ccc(C2SCC(=O)N2Cc2ccccc2)cc1 (stereo not drawn) | 5.2 | -22 | 0.0027 | -8 | 0.7 | -4 | 2 | 12 | 2
Cc1ccc(C(=O)O)cc1NC(=O)CCc1ccccc1 | 0.7 | -8 | 1.1 | -5 | 0.6 | 1 | 0 | 11 | 20
CN(Cc1cccnc1)C(=O)CNC(=O)c1ccc(Cl)cc1Cl | -0.6 | 25 | 0.7 | 15 | 0.3 | -8 | 10 | 24 | 12
Cc1ccc(C(=O)NCc2ccco2)cc1S(=O)(=O)Nc1cccc(C)c1C | -0.1 | -7 | -0.58 | -10 | -0.9 | 2 | 14 | -2 | 0
COc1ccc(CN2C(=O)CCC(C(=O)O)C2c2ccccc2)cc1 (stereo not drawn) | 2.3 | 3 | -0.067 | 2 | -0.7 | -4 | 7 | 21 | 0
COC(=O)c1ccc(N2CCN(C)CC2)c(NC(=O)COc2ccc(OC)cc2)c1 | 0.2 | 0 | x | -3 | -11 | 0 | 4 | 0 | -3
CC1(C)CC(=S)Nc2ccccc2S1 | -1.2 | -9 | 4.7* | 1 | -0.9 | -4 | 12 | 2 | -6
COC(=O)Nc1snnc1C | 0.3 | -13 | -0.48 | 5 | -1.0 | 0 | 12 | -1 | 0
Cc1cc(OC(C)C(N)=O)nc(-c2ccccc2)n1 (stereo not drawn) | 1.7 | 4 | 0.093 | 2 | -0.3 | -6 | 13 | 22 | -35
S=c1[nH]nc(-c2ccccn2)n1/N=C/c1cccc(Cl)c1 | 2.0 | -6 | 1.3 | -7 | 0.4 | 1 | -2 | 29 | -7
O=C(NC(=S)N1CCc2ccccc21)c1ccccc1Br | -0.2 | -2 | 60* | 5 | -0.2 | -4 | 9 | -1 | 1
CCOc1ccc(CN2CCN(Cc3cccn3-c3nccs3)CC2CCO)cc1 (stereo not drawn) | -1.0 | -1 | 0.069 | -4 | 3.6 | -4 | 1 | 2 | -5
CCOc1cc2[nH]c(=O)n(CCCC(=O)N(C)Cc3ccccc3)c(=O)c2cc1OCC | -0.7 | 0 | -0.16 | -3 | 2.0 | -4 | 8 | 16 | x
CC(C)CCNC(=O)c1ccc(Cl)c(N)c1 | 0.5 | -31 | 1.4 | -8 | 0.8 | -5 | -12 | 2 | 9
CCOC(=O)COc1cc(O)c2c(=O)cc(-c3ccccc3)oc2c1 | -2.9 | 17 | 0.67 | 45* | 0.6 | 13 | 32 | 20 | -20
O=C(NNC(=S)Nc1ccc(Cl)c(Cl)c1)c1ccccn1 | 54 | -16 | 11* | 6 | -8.1 | -1 | 3 | 25 | 6
Cc1ccc(CNC(=O)CCCn2c(=O)c3ccccc3n(CC(=O)NC3CCCC3)c2=O)cc1 | 0.3 | -4 | -0.18 | -6 | 2.1 | -11 | -4 | 0 | x
C/C(=N\NC(=O)c1ccc(CN(C)S(=O)(=O)c2ccc(C)cc2)cc1)c1ccc(OC(F)F)cc1 | -0.3 | 2 | 0.078 | -1 | -0.8 | -5 | 3 | -1 | 7
O=C1c2cccc3c([N+](=O)[O-])ccc(c23)C(=O)N1c1ccc(Cl)cn1 | 58 | -3 | x | 5 | -26 | 2 | 19 | 2 | x
COc1ccccc1Cn1c(=S)[nH]c2cc(C(=O)NCCN3CCOCC3)ccc2c1=O | -0.2 | 2 | x | -3 | -6.0 | -4 | 5 | 6 | -4
O=C(Nc1ccc(Br)cc1)/C(=C/c1cccc([N+](=O)[O-])c1)NC(=O)C1CCCCC1 | 0.7 | -15 | x | -2 | -0.4 | -11 | -1 | -1 | -1
CCCCN(CCCC)CC(O)COc1ccc(Br)cc1 (stereo not drawn) | -0.6 | 38 | -0.58 | 29 | 0.6 | 13 | 33 | -1 | -2
O=c1cc(-c2ccc(O)cc2)oc2cc(O)c(C3OC(CO)C(O)C(O)C3O)c(O)c12 (stereo not drawn) | -0.1 | -3 | -0.54 | 5 | -2.2 | 3 | 13 | -9 | 7
COc1ccc(/C=N/Nc2nnc(-c3ccccc3)c(=O)[nH]2)cc1 | 27 | -4 | -0.81 | 2 | -1.3 | -5 | 9 | -1 | 2
O=C(CCN1C(=O)C2C3C=CC(C3)C2C1=O)N1CCN(c2ccc([N+](=O)[O-])cc2)CC1 (stereo not drawn) | 1.7 | -4 | 0.045 | -1 | 1.1 | -3 | 3 | -3 | 0
CCOC(=O)c1cnn(-c2ccccc2)c1-n1cccc1C(=O)C(=O)Nc1ccc(F)cc1 | 0.0 | -26 | -0.25 | -2 | -2.6 | -5 | 10 | 0 | -1
O=C(Nc1c2c(nc3ccccc13)CCCC2)c1cccc([N+](=O)[O-])c1 | -0.1 | -4 | -0.33 | 0 | 0.6 | 0 | 7 | -5 | 11
CCOc1ccc(/C=N/OC(C)C(=O)NCc2ccc3c(c2)OCO3)cc1 (stereo not drawn) | 0.8 | -24 | 0.67 | 2 | 1.5 | -4 | 10 | 2 | 0
O=S(=O)(c1ccccc1)c1ccc(NCc2ccco2)cc1 | 0.9 | -12 | -2.4 | -4 | 2.3 | -5 | 1 | -3 | 8
Fc1cccc(NC(=S)NCc2ccccc2Cl)c1 | -0.1 | -3 | -0.29 | 0 | -14 | -2 | 4 | -1 | -3
Cc1nc2ccccc2nc1N/N=C/c1ccc(O)cc1 | 2.1 | -1 | 0.19 | 2 | 0.1 | -10 | -3 | 3 | -28
COc1ccccc1NC(=O)CSc1nnc(C2CCCCC2)n1-c1ccccc1 | -0.7 | 3 | -3.1 | 2 | -1.4 | 0 | 8 | 33 | -1
COC(=O)c1ccc(CSc2cc(C)c3cc(C)cc(C)c3n2)o1 | 0.6 | 13 | 1.7 | -2 | 0.6 | -1 | 6 | 21 | 5
c1ccc(C2=Nc3c(ccc4ccccc34)C(c3ccncc3)=NN2)cc1 | 0.9 | -9 | x | -5 | -2.6 | -8 | 3 | 21 | 9
Cc1nc2ccc(NC(=O)COc3ccccc3[N+](=O)[O-])cc2s1 | 1.0 | 6 | -0.12 | 2 | 0.4 | -9 | 13 | 19 | -21
O=C(CN(c1cccc([N+](=O)[O-])c1)S(=O)(=O)c1ccccc1)NCc1ccccc1 | 0.4 | -19 | -0.77 | 5 | 2.0 | 3 | 16 | 0 | -1
COCCNC(=O)C(c1cccs1)N(Cc1cccs1)C(=O)Cn1nnc2ccccc21 (stereo not drawn) | 1.2 | -9 | -0.11 | 10 | -1.0 | 1 | 16 | 10 | 0
CC(C)Cc1nnc(NC(=O)c2ccc([N+](=O)[O-])cc2)s1 | -0.3 | 3 | x | -7 | -0.4 | -3 | -18 | 1 | 9
CC(=O)Oc1ccc2c(C)cc(=O)[nH]c2c1 | 1.0 | -54 | x | -1 | 0.4 | -1 | 24 | 7 | -2
Cc1cc(Nc2ccccc2)n(-c2nc3ccccc3[nH]2)n1 | -0.4 | -18 | 3.3* | 1 | 2.2 | 5 | 14 | -9 | -4
O=c1nccc(NCc2ccco2)[nH]1 | 2.1 | -19 | 1.1 | -3 | 2.0 | -3 | 2 | -12 | 6
